proCasp7 act = counter-screen for procaspase-3 activators: activators of human procaspase-7 | P55210 | recombinant procaspase-7, Ac-DEVD-pNA absorbance 405 nm; D23A/D198A/D206A triple mutant, cannot self-cleave; scale: DMSO 0, 5 µM enzyme 100 | activation, % at 8.5 µM | 330,000 compounds, 0.093% hits | AID 463210;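 active = percent activation above the screen-wide mean plus 3 SD, cut at about 25% in these data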
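Detection: p-Nitroaniline absorbance at 405 nm, read at 0 and 120 min; system: Uncleavable procaspase-7 mutant enzyme; evaluation: % activation from two-timepoint absorbance difference, scaled to controls; times: 1 h enzyme–compound preincubation and 2 h substrate reaction, both 25 °C; buffer or medium: Zinc-free HEPES pH 7.4 with 300 mM NaCl, 0.01% Triton X-100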
JMJD2C inh = inhibitors of human GASC-1 (JMJD2C) demethylase; Q9H3R0; GST-JMJD2C(1-420) H3K9me3 demethylation, DELFIA europium; inhibition, % at 2.35 µM; 330,000 compounds, 0.069% hits; AID 2099;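 active = more than half of a compound's replicate wells show inhibition beyond 50%, single wells judged on their own value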;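 note: signal counts dimethyl H3K9 product captured on neutravidin plate; 0% = median of DMSO wells and 100% = 0.3 times that DMSO median; strong numbers were not always called active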
PP1 counter = PP1-alpha (human) inhibition in PP5 counter-screen; P62136; purified PP1alpha, OMFP fluorescence; inhibition, % at 6.7 µM; 320,000 compounds, 0.9% hits; AID 2235;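 active = inhibition above the mean inhibition of all tested compounds plus 3 SD, computed separately for each screening campaign, cut at about 15% in these data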
Target sequence (P62136 whole entry, looked up): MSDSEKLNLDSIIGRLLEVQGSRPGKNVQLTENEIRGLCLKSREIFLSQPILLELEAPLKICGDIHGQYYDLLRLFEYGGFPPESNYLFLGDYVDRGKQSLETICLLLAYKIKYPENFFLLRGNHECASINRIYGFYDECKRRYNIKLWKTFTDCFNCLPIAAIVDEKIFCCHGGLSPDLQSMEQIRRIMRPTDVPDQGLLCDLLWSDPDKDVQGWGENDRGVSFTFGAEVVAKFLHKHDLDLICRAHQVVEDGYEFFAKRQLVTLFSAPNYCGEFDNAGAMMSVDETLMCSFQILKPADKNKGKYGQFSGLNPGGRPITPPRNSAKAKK
core dimer inh = HCV core protein dimerization inhibition; TR-FRET GST/Flag-core106 dimerization, 1536-well; 300,000 compounds, 0.33% hits; inhibition, % at 5 µM; AID 1899;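 active = inhibition above the mean of all tested compounds plus 3 SD, set per screening campaign, cut at about 45% in these data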
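Material: GST/Flag-tagged HCV core106 proteins. Incubation: 4 h, 22.5 °C incubation. Read-out basis: inhibition (%) from 671 over 617 nm ratio. Measured by: TR-FRET, excitation 340 nm, emission 617 and 671 nm.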
PP5 primary = PP5 (human) phosphatase inhibition. P53041. purified PP5c, OMFP substrate fluorescence. inhibition, % at 6.7 µM. 320,000 compounds, 0.18% hits;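 active = inhibition above the campaign's mean inhibition across all tested compounds plus 3 SD, cut at about 9.5% in these data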;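 note: 0% = DMSO only and 100% = 100 µM cantharidin control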
Target sequence (P53041 whole entry, looked up): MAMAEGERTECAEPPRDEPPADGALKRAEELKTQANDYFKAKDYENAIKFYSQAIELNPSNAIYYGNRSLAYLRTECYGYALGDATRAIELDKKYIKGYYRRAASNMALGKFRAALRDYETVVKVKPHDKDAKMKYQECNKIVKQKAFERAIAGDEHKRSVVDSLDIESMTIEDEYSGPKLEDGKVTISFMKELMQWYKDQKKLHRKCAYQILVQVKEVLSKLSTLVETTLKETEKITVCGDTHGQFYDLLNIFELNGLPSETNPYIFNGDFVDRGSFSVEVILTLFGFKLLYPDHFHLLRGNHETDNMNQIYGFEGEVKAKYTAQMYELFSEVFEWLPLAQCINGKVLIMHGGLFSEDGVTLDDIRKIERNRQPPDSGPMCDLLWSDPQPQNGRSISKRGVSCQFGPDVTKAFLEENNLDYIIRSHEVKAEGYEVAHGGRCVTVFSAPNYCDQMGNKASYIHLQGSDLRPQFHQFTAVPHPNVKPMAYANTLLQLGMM
Efflux pump inh = inhibitors of Candida antifungal efflux pumps expressed in yeast. S. cerevisiae Candida pump triplex, Nile Red efflux. inhibition, % at 10 µM. 330,000 compounds, 0.44% hits. AID 485275;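 active = plate passing quality check with inhibition over a set limit, or well fluorescence over plate mean plus 4 SD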;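 note: Nile Red retained in pooled yeast measured as flow cytometry median fluorescence; 0% = buffer negative control and 100% = Enniatin B positive control; higher means more Nile Red kept so more efflux inhibition; some compounds called inactive have numbers as strong as hits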
Fh CTSL1 inh = counter-screen for PFM18AAP inhibitors: inhibitors of F. hepatica cathepsin L1; recombinant F. hepatica cathepsin L1, Z-Leu-Arg-MCA fluorescence; inhibition, % at 5.96 µM; AID 1906; 300,000 compounds, 0.49% hits;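 active = inhibition above the mean of all tested compounds plus 3 SD, set per screening campaign, cut at about 17% in these data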;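 note: 0% = plate median of test compound wells and 100% = 1 µM Z-Phe-Ala-diazomethylketone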
TPT1 inh = inhibitors of Candida albicans tRNA 2'-phosphotransferase TPT1; recombinant caTPT1, FP RNA substrate dephosphorylation; inhibition, % at 5 µM; 300,000 compounds, 0.81% hits; AID 1962;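 active = inhibition above the mean of all tested compounds plus 3 SD, set per screening campaign, cut at about 24% in these data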;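 note: plate controls were DMSO alone for no effect and ferristatin control at 100 nM for full effect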
proCasp3 act = activators of human procaspase-3 | recombinant procaspase-3 D3A, Ac-DEVD-pNA absorbance 405 nm | AID 463141 | activation, % at 8.5 µM | 330,000 compounds, 0.11% hits;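 active = activation above the mean of all tested compounds plus 3 SD, cut at about 21% in these data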;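 note: 0% = DMSO alone and 100% = DMSO wells spiked with extra 5 µM PC-3 D3A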
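Test system: Procaspase-3 D3A mutant, all three cleavage aspartates alanine | Dosing: Single dose, 8.5 µM nominal compound, 0.8% DMSO | Schedule: 1 h preincubation, 2 h reaction | Technique: 405 nm absorbance of p-nitroaniline, reads at 0 and 120 min | Repeats: One well per compound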
Numbers without * were called inactive; nt = no result given; & = joins results of further samples.

SMILES,proCasp7 act,JMJD2C inh,PP1 counter,core dimer inh,PP5 primary,Efflux pump inh,Fh CTSL1 inh,TPT1 inh,proCasp3 act
Cc1ccc(S(=O)(=O)NCC(=O)N2CCOCC2)cc1,13,12,-4,-3,-0.7,0.0,4,-3,-4
CS(=O)(=O)N(CC(=O)NCCSCc1cccc(Cl)c1)c1ccc(F)cc1,0,-2,3,-1,1.4,0.1,0,2,4
Cc1ccccc1NN=Nc1nc2c([nH]1)c(=O)n(C)c(=O)n2C,-3,21,-7,-8,0.4,0.7,-3,-2,0
Cc1cc(C)c(S(=O)(=O)N2CCN(C(=O)CCn3nc(C)c(C)c3C)CC2)c(C)c1,-8,-5,1,0,4.7,-0.1,-1,1,-3
COc1ccc(-c2[nH]c(-c3cccc(OC)c3)nc2SCC(=O)NC2CCCC2)cc1,9,4,3,-8,2.5,0.1,-1,-2,7
N#Cc1ccccc1OCC(=O)N(C1CCCCC1)C1CCS(=O)(=O)C1 (stereo unspecified),-1,5,-5,-4,-2.1,0.0,2,2,3
Cn1c(=O)oc2cc(S(=O)(=O)NCCC(=O)NC3CCCC3)ccc21,10,5,0,0,-0.9,0.4,-1,4,2
CC1(C)NC(=O)N(CC(O)CN(c2ccccc2)S(=O)(=O)c2ccccc2[N+](=O)[O-])C1=O (stereo unspecified),3,-3,-6,-1,0.7,0.0,-2,1,2
O=C(Oc1ccc(Br)cc1C(=S)N1CCOCC1)c1ccccc1,6,0,2,-7,-1.3,-0.1,1,-4,5
Cc1csc(NC(=O)c2ccoc2C)n1,7,-10,-3,-3,1.7,0.0,-3,2,-3
Cc1cc(Cl)ccc1C(=O)C1CCCN(C(=O)c2cnsn2)C1 (stereo unspecified),1,-6,6,-3,1.8,0.2,-2,0,-3
CCOC(=O)C1CCN(c2c(NC3CCCCCCC3)c(=O)c2=O)CC1,3,2,-4,4,-0.5,0.0,-2,0,5
CN(Cc1ccco1)S(=O)(=O)c1nnc(NC(=O)c2cccc(Cl)c2)s1,-13,15,4,16,-0.6,-0.2,2,3,-4
COc1ccc(CN2CC(C(=O)NCCN3CCN(c4ccccc4F)CC3)CC2=O)cc1 (stereo unspecified),12,-25,3,-2,0.5,0.3,2,-1,-10
CC1(C)CC(=O)c2sc(NC(=O)c3cccs3)nc2C1,-2,-2,-2,-8,4.2,0.1,2,-3,0
COc1cc(NC(=O)CCc2c(C)noc2C)c(Cl)cc1C(=O)O,8,5,nt,nt,nt,-0.1,nt,nt,0
Cc1cc(C)n2cc(CSc3ccc(Br)cc3)nc2n1,5,-22,-7,4,-2.4,-0.1,0,0,-3
Cc1cc(NS(=O)(=O)c2ccc(-c3ccccc3)cc2)no1,17,8,0,2,1.5,0.1,-1,-2,0
N=c1c(C(=O)NCc2ccc3c(c2)OCO3)cc2c(=O)n3ccccc3nc2n1Cc1cccnc1,-8,-3,12,16,0.6,-0.2,-1,23,-6
O=C(CN(C(=O)CCC(=O)Nc1nccs1)c1ccc(F)cc1)NCC1CCCO1 (stereo unspecified),3,14,-2,-9,-2.0,-0.1,1,-1,-4
O=C(NCc1ccco1)c1ccc(CS(=O)(=O)c2cccc(C(F)(F)F)c2)o1,0,10,-1,-5,0.9,0.1,-1,4,2
CC(C)P(=O)(Cc1cccc(C#N)c1)C(C)C,3,9,-3,1,1.2,-1.2,-1,-1,-2
O=C(CSc1nc2scc(-c3ccco3)c2c(=O)n1-c1ccccc1)N1CCOCC1,6,96,-1,9,1.7,0.0,-2,-1,4
O=C(COC(=O)c1ccc([N+](=O)[O-])o1)NC12CC3CC(CC(C3)C1)C2,1,6,nt,nt,nt,-0.1,nt,nt,7
CS(=O)(=O)NNC(=O)CN1C(=O)C2C3C=CC(C3)C2C1=O (stereo unspecified),-1,6,-3,-2,0.9,0.1,0,-3,-6
CCCCCCCCCCCCCCCC[n+]1cccc(C(=O)N(CC)CC)c1,8,20,31*,-14,5.5,2.8,2,1,-2
Cc1c(C(=O)OCC(=O)N(C)Cc2ccccc2)oc2ccccc12,11,2,-1,nt,0.1,0.0,nt,nt,7
Cc1nnc2c(NC3CCCCC3)nc3ccccc3n12,-1,-5,-2,1,-1.9,0.1,1,-3,7
COc1ccccc1C(=O)NC(CCSC)C(=O)NCC(c1cccs1)N1CCOCC1 (stereo unspecified),3,-6,-5,-4,0.9,0.0,0,-4,3
COc1ccc(NC(=O)c2cc3c(CO)cnc(C)c3oc2=Nc2cccc(F)c2)c(OC)c1,3,-7,-1,5,-0.5,0.0,1,0,5
CCCSc1nnc(CSc2nc(C)cc(C)n2)n1C,4,-35,-3,-3,0.1,-0.1,-8,4,2
CC1CCCN(C(=O)C2CCN(S(=O)(=O)c3cccc4nonc34)CC2)C1 (stereo unspecified),-7,-8,1,8,-0.6,0.0,2,-1,6
O=C(NCc1ccccc1)C1=C[C@H](c2coc3ccccc3c2=O)C[C@H](OCc2ccc(CO)cc2)O1,8,-2,0,-7,1.0,-0.2,0,-1,-7
COc1ccc(S(=O)(=O)N2CCC(C(=O)NCCCN3CCOCC3)CC2)cc1,-1,-5,-4,0,2.7,0.0,-2,0,2
O=C1c2ccccc2C(=O)N1OCc1ccccc1[N+](=O)[O-],-2,-30,-2,-1,-0.7,-0.1,-2,-1,1
COc1ccc(-c2nnn(CC(=O)N(CC(=O)NC3CCCC3)c3cccc(C)c3)n2)cc1OC,-3,-5&2,-2,0,3.1,-0.1,-5,-2,8

Overlap with the part before: two compounds, then new ones.
SMILES,proCasp7 act,JMJD2C inh,PP1 counter,core dimer inh,PP5 primary,Efflux pump inh,Fh CTSL1 inh,TPT1 inh,proCasp3 act
O=C1c2ccccc2C(=O)N1OCc1ccccc1[N+](=O)[O-],-2,-30,-2,-1,-0.7,-0.1,-2,-1,1
COc1ccc(-c2nnn(CC(=O)N(CC(=O)NC3CCCC3)c3cccc(C)c3)n2)cc1OC,-3,-5&2,-2,0,3.1,-0.1,-5,-2,8
COc1ccc2cc(C(=O)C3CCCN(Cc4cccc(C)n4)C3)ccc2c1 (stereo unspecified),5,2,1,2,4.0,0.1,4,0,-8
C=CCN(CC=C)C(=O)c1cc(Cl)ccc1[N+](=O)[O-],-5,6,-6,6,1.8,-0.1,-3,0,-2
Cc1cc(C)cc(NC(=O)N2CCCN(c3c(Cl)cncc3Cl)CC2)c1,-1,-7,2,1,4.9,0.2,-1,-5,-5
Cc1ccc(OCCn2c(=S)[nH]c3ccccc32)c(C(C)C)c1,4,-24,3,-3,4.8,-0.1,5,2,-1
CC(=O)[C@H]1CC[C@H]2[C@@H]3C=CC4=CC(=O)CC[C@@]4(C)[C@@H]3CC[C@]12C,0,nt,0,-2,0.3,0.0,1,-2,2
CCOc1ccc(N2C(=O)CC(NCCc3ccc(S(N)(=O)=O)cc3)C2=O)cc1 (stereo unspecified),-31,0,-1,1,1.8,0.1,-2,-3,-23
Cc1ccc(-c2cc(Cc3ccc(F)cc3)c(=O)[nH]n2)cc1,3,4,-4,-1,3.8,0.1,-5,1,3
COc1ccc(/C=C/C(=O)NNc2cc(=O)n(C)c(=O)n2C)cc1OC,-14,-14,-3,-2,-1.7,-0.2,9,-2,4
O=C(/C=C/c1ccc(Cl)cc1)N1CCN(c2c(Cl)cccc2[N+](=O)[O-])CC1,-1,5,3,10,3.6,0.8,-3,4,-2
Cc1ccc2[nH]c(=O)c(-c3noc(C(C)C)n3)cc2c1,-3,3,2,3,1.2,0.0,0,0,1
COc1ccccc1CC(=O)Nc1cc(Cl)ccc1O,-3,16,-2,-4,-0.2,-0.1,3,-4,4
CCCc1cc(=O)[nH]c(SCC(=O)Nc2nonc2C)n1,-9,1,-4,-3,-1.4,0.0,0,3,7
CN1CCN(C(=O)CCN2C(=O)/C(=C\c3ccc(Cl)cc3)SC2=S)CC1,-22,16,2,-5,-0.4,-0.2,0,0,-26
O=C(COc1ccc(Br)cc1)N(Cc1ccco1)C1CCS(=O)(=O)C1 (stereo unspecified),5,1,-3,4,0.7,0.0,1,0,-3
Cc1nn(C(=O)c2cc3sccc3[nH]2)c(C)c1C,11,-5,-4,-3,0.8,-0.2,5,1,6
CN(C(=O)c1cccc(NC(=O)Cc2ccccc2)c1)c1ccccc1,3,13,-4,7,-1.0,0.0,-1,0,0
O=C(Nc1cccc(Cl)c1)Nc1ccc(Br)cc1F,2,-4,5,-6,7.0,-0.1,-3,-4,13
CCOc1ccccc1Oc1c(C)oc2cc(OC(=O)c3ccco3)ccc2c1=O,-12,2,-2,-1,0.5,-0.1,-8,-4,17
COc1cccc(C(=O)C2CCCN(Cc3cn(CC(N)=O)c4ccccc34)C2)c1 (stereo unspecified),-5,0,-1,-9,-2.2,0.5,6,-1,7
Cc1cc(C)c(C(=O)COC(=O)c2c(C)noc2C)cc1C,-5,-7,1,nt,-0.1,0.1,nt,nt,1
O=[N+]([O-])c1ccc(SCCO)nc1SCCO,1,2,-6,1,0.0,-0.1,3,0,2
C=CCSc1nc2sc3c(c2c(=O)n1-c1ccccc1)CCN(C)C3,6,-2,4,10,1.6,0.1,-4,3,2
O=C(/C=C/c1cccs1)Nc1nncs1,3,-1,-3,1,-4.4,0.0,4,3,0
CN(C)C(=O)Cn1cnc2c(cnn2-c2ccccc2Cl)c1=O,-2,-3,-1,-3,-0.9,-0.4,-4,-1,1
CCCC(C)NS(=O)(=O)c1ccccc1 (stereo unspecified),3,0,1,1,-0.4,0.0,0,-3,11
COC(=O)[C@@H]1C[C@]2(OC(=O)c3ccccc3)C=CC(=O)C[C@@H]2N1C(=O)OCc1ccccc1,3,-11,5,13,2.4,nt,-2,-3,2
Cc1ccc(S(=O)(=O)NCc2ccc(C(=O)NC3CCC(O)CC3)cc2)cc1C (stereo unspecified),11,-5,-4,nt,-2.8,0.0,nt,nt,5
Cc1c(NC(=O)c2cccs2)cccc1-c1nc2ccccc2s1,3,8,-1,5,4.4,-0.1,-6,0,9
COc1ccc(S(=O)(=O)N2CCN(C(=O)c3c(-c4ccccc4)noc3C)CC2)cc1,14,8,1,-1,-1.9,0.1,-1,1,-1
CS(=O)(=O)N(Cc1nc2sc3c(c2c(=O)[nH]1)CCCC3)C1CCCCC1,2,-6,1,20,0.4,0.1,2,3,-5
